Cardio protect – modulators protecting cardiomyocytes from myocardial damage; H9c2 cardiomyocytes, H2O2 injury protection, ATPLite, 2 h; protection from H2O2 cell death, % at 20 µM; 360,000 compounds, 0.63% hits;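 active means compounds giving at least 50% protection of heart cells from peroxide-induced death in the single-dose screen, raw or plate-pattern-corrected value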;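 further: 0% = DMSO wells with peroxide and 100% = DMSO wells without peroxide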
Glyco luc inh – N-linked glycosylation inhibition | D54 ERlucT glycosylation luciferase reporter, 24 h; percent of 100 nM tunicamycin response | reporter increase, % at 12.5 µM | 360,000 compounds, 0.23% hits | AID 588692;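 active means mean luciferase reporter signal, scaled so untreated is 0 and the glycosylation-blocking control 100, at or above a set limit in every replicate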;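 further: luciferase carries N-glycosylation sites so blocking glycosylation raises the light; 0% = median of neutral control wells and 100% = median of 100 nM tunicamycin wells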
ABCB6 inh 2 – inhibitors of human ABC transporter ABCB6 | Q9NP58 | K562-ABCB6 porphyrin accumulation, flow cytometry, 1 h; stronger effect = lower value | fluorescence ratio to DMSO, % at 10 µM | 360,000 compounds, 0.19% hits;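 active means fluorescence ratio to DMSO below 75%, the collection mean minus 3 SD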;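 further: signal is porphyrin accumulated inside mitochondria; 100% equals median channel fluorescence of DMSO control wells; lower ratio means ABCB6 inhibition with less porphyrin fluorescence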
Exocytosis inh – blocks lytic granule exocytosis. TALL-104 LAMP-1 surface exposure, flow cytometry; cells stimulated with thapsigargin and PMA. 360,000 compounds, 0.66% hits. AID 651702. inhibition, % at 10 µM;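 active means inhibition above about 55%, limit read from the data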
MC4R antag cAMP – human MC4R antagonism in cAMP assay. P32245. MC4R-expressing cells, MTII-stimulated cAMP, LANCE TR-FRET. inhibition, % at 6.5 µM. 360,000 compounds, 0.48% hits;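 active means inhibition above its plate's cutoff, the mean of tested wells on that plate plus 3 SD, cut at about 29% in these data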;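 further: 0% = Melanotan II alone and 100% = Melanotan II plus saturating MCL0020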
Target sequence (P32245 whole entry, looked up): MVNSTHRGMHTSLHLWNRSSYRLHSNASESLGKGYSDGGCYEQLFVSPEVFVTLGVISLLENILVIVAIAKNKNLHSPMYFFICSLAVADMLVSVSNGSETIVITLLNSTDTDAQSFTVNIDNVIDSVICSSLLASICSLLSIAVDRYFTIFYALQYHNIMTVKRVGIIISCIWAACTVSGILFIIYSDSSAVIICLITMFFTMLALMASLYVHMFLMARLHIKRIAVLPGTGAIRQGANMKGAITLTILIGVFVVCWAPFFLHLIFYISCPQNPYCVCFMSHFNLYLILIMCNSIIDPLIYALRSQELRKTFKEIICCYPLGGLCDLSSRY
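Material: human MC4R-expressing U2OS cells. Probe or stimulus: Melanotan II challenge. Dosing: 6.5 µM single dose. Times: 30-min compound, 1-h challenge, 1-h detection, room temperature. Technique: TR-FRET with Eu-cAMP and labeled anti-cAMP, 671 nm. Replication: singlicate.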
aDG glyco act – increases alpha dystroglycan glycosylation; activation, % at 10 µM; Pro5-aDG cells, alpha-DG glycosylation AlphaScreen (IIH6); 0% Pro5, 100% B10-LARGE cell signal; 360,000 compounds, 0.22% hits;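 active means activation of at least 8% versus controls, or a plate z-score of at least 8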;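 further: Pro5 are CHO cells carrying HIG-tagged alpha-DG that lacks glycosylation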
iPSC survival up – increases survival of single human iPS cells; hiPSC single-cell survival, ATPlite luminescence; 100% = ROCK inhibitor wells, 0% = DMSO; 360,000 compounds, 0.044% hits; survival enhancement, % at 20 µM; in the data active means survival enhancement above about 18%;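 further: cells exposed to compounds for 16 hours before the ATP read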
ABHD5 PLIN5 PPI – ABHD5-PLIN5 protein interaction inhibition. Q00G26+Q8WTS1. Split G. princeps luciferase complementation, luminescence, 4 h. inhibition, % at 4 µM. 360,000 compounds, 0.78% hits;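 active means inhibition above the mean inhibition across every tested compound plus 3 SD, cut at about 22% in these data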;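 further: 0% = DMSO only wells and the 100% control is not disclosed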
MC4R barr agon – human MC4R agonism via beta-arrestin | activation, % at 8.9 µM | P32245 | 360,000 compounds, 0.98% hits | AID 540308 | U2OS MC4R beta-arrestin complementation, luminescence; percent of melanotan II response, DMSO zero;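 active means activation above a per-plate cutoff, the mean activation of sample wells on that plate plus 3 SD, cut at about 8% in these data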
m5-HT2A agonist – activates the mouse 5-HT2A serotonin receptor. AID 624169. activation, % at 7.6 µM. 360,000 compounds, 0.66% hits. CHO-K1 mHTR2A beta-arrestin complementation, luminescence; percent of 30 µM serotonin response;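 active means activation above a run cutoff, the mean activation of all tested compounds plus 3 SD, cut at about 14% in these data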;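 further: 0% = plate median of compound wells and 100% = 30 µM serotonin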
Target sequence (P35363 whole entry, looked up): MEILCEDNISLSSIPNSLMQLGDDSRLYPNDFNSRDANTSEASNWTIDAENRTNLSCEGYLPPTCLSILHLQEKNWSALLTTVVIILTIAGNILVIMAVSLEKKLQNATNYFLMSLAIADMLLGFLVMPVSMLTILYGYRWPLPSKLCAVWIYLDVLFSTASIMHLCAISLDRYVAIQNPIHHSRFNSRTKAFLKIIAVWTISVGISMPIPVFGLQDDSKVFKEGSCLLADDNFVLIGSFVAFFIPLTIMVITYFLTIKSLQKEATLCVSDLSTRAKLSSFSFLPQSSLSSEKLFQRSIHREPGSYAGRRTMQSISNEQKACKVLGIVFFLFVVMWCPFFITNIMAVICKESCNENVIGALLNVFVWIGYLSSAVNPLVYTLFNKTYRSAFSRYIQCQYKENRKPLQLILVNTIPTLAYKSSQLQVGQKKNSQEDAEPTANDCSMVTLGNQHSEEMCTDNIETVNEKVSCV
* = called active by the depositor.

Molecule | ABCB6 inh 2 | MC4R barr agon | aDG glyco act | ABHD5 PLIN5 PPI | Exocytosis inh | Glyco luc inh | Cardio protect | m5-HT2A agonist | MC4R antag cAMP | iPSC survival up
CCOc1ccc(NC(=O)Cn2nnc(C(=O)NCc3cccs3)c2N)cc1 | 83 | 3.1 | 0.0 | 1 | -3 | 1 | 5 | -1 | -2 | -0.2
COc1ccc(Cl)cc1NC(=O)CCc1nc(-c2ccccc2F)no1 | 133 | -0.4 | 0.1 | -3 | -2 | 1 | -3 | 1 | 19 | -0.2
Cc1cc(C)c2cc(C#N)c(NCCCNC(=O)c3ccncc3)nc2c1 | 103 | -0.3 | 0.2 | 2 | 0 | 3 | 24 | 3 | -13 | -0.7
CC1CCN(c2cc(N(C)CCO)c([N+](=O)[O-])c3nonc23)CC1 | 100 | -1.2 | -0.1 | -1 | -2 | 3 | -3 | 1 | -5 | 0.7
COc1ccc(-n2cc(-c3ccc(C)cc3)[n+]3c2SCC3)cc1 | 95 | -0.7 | 0.0 | 2 | -1 | 0 | -21 | 1 | 6 | -2.2
Cc1cccc(-n2c(-c3csc(C(C)C)c3)n[nH]c2=S)c1 | 98 | 2.0 | 0.1 | -6 | -1 | 1 | 7 | -17 | 14 | -0.4
COc1ccc(C(C)(C)C)cc1S(=O)(=O)n1ccnc1C | 98 | -2.0 | 0.0 | 1 | 0 | 2 | 7 | 1 | 11 | 3.6
O=C(COC(=O)/C=C/c1ccc([N+](=O)[O-])cc1)NC(=O)NC1CCCCC1 | 99 | 19* | 0.9 | -4 | -1 | -1 | 3 | -4 | -3 | 0.7
CC(CCc1ccc(O)cc1)NCCC(c1ccccc1)c1ccccc1 (stereo not drawn) | 101 | 2.1 | -0.3 | 8 | 7 | 3 | -8 | -4 | -6 | -0.7
CC(C)C(=O)Nc1cccc(C(=O)NCCc2ccc(S(N)(=O)=O)cc2)c1 | 92 | -3.0 | -0.1 | 4 | -3 | 2 | 7 | -1 | 2 | 2.0
Cc1ccc(C)c(N2CCN(C(=O)CCc3nc(-c4cccc(Br)c4)no3)CC2)c1 | 111 | -0.5 | 0.0 | 1 | 3 | 2 | 3 | 3 | 10 | 0.9
CC1CCN(CCNC(=O)CCS(=O)(=O)c2ccc(Br)cc2)CC1 | 7.0* | 2.0 | -0.1 | -4 | -2 | 0 | 6 | 2 | -1 | -1.5
Cc1ccc(NC2CCCN(C(=O)CCN3CCOCC3)C2)cc1C (stereo not drawn) | 96 | -3.0 | 0.0 | -1 | 0 | 1 | 3 | -3 | 4 | -0.4
Cc1cc(NC(=O)COC(=O)C(C)Oc2ccc(Cl)cc2Cl)no1 (stereo not drawn) | 93 | 1.6 | -0.2 | 0 | -11 | 4 | -2 | 1 | 14 | 0.1
O=C([C@H](O)c1ccccc1)N1CCC[C@H]1CO | 86 | -1.0 | -0.2 | -6 | -3 | 1 | -1 | 1 | 5 | 0.2
Cc1cc(C(=O)CSc2nc(N)cc(N)n2)c(C)n1-c1cccc(F)c1 | 91 | 1.8 | -0.1 | -5 | -2 | -2 | -8 | -4 | -11 | -0.6
O=C(CSc1ccccn1)Nc1ccccc1F | 93 | -1.2 | 0.4 | 6 | -5 | 1 | -3 | 4 | 3 | 2.7
CC(=O)N(C)C[C@H]1Oc2ncc(Br)cc2C(=O)N([C@H](C)CO)C[C@@H]1C | 96 | 0.3 | -0.2 | 3 | -6 | 2 | 1 | -4 | 5 | -1.5
COCCCNC(=O)CNC(=O)c1cn(-c2ccccc2OC)c(=O)c2ccccc12 | 107 | -1.5 | -0.1 | -10 | 1 | 0 | -4 | -1 | 1 | -0.4
C=CCn1c(SCc2cc(=O)n3cc(C)ccc3n2)nnc1-c1ccc(F)cc1 | 103 | 1.8 | -0.3 | 2 | 0 | -2 | -2 | 1 | 9 | -0.4
O=C(NCCCn1ccnc1)/C(=C\c1ccc(Br)cc1)NC(=O)c1ccccc1 | 101 | -2.8 | 0.0 | 9 | -2 | 2 | 2 | 0 | 18 | 0.4
Cn1cnc2ccc([N+](=O)[O-])cc2c1=O | 99 | -2.4 | -0.1 | -2 | 3 | 2 | 0 | -5 | -10 | -0.4
Cc1cccc(N2CC(C(=O)Nc3ccc(S(=O)(=O)Nc4nccs4)cc3)CC2=O)c1C (stereo not drawn) | 97 | -0.6 | -0.1 | -2 | -3 | 0 | -7 | 1 | 10 | -0.1
O=C(NCC1CC1)C1(C(F)(F)F)C/C(=C\Cc2ccccc2)CCCO1 (stereo not drawn) | 100 | 3.8 | 0.1 | -5 | -1 | -3 | -2 | 0 | 7 | -0.8
COc1ccc(S(=O)(=O)N(C)CC(=O)Nc2ccc(F)cc2)cc1 | 104 | 1.6 | -0.3 | 6 | 0 | 0 | 0 | 2 | 16 | -1.6
Cc1ccc(S(=O)(=O)N/N=C\c2ccc3c(c2)OCO3)cc1C | 99 | -2.5 | -0.2 | 1 | 2 | -1 | -5 | 4 | 1 | -0.4
COc1ccccc1C=NNc1ccc([N+](=O)[O-])cn1 | 99 | -2.8 | 0.2 | -8 | 54 | 0 | 3 | -2 | 3 | 0.1
CCNC(=S)NNC(=O)CCc1nc2cc(Cl)ccc2n(Cc2ccccc2)c1=O | 99 | -0.9 | 0.1 | -1 | 8 | 0 | 6 | 6 | 5 | -0.5
CC(C)OC(=O)CCC1(C(=O)O)CCC(=O)NC1 (stereo not drawn) | 100 | -0.7 | 0.0 | -4 | 11 | 2 | 5 | -3 | 15 | 1.4
CC(=O)c1ccc(NC(=S)N2CCCCCC2)cc1 | 90 | -1.0 | -0.1 | 4 | 1 | 0 | 1 | 1 | 4 | -0.2
NC(=O)NCC(c1ccccc1)C1CCCCC1 (stereo not drawn) | 100 | -2.4 | -0.1 | 10 | 2 | 1 | 9 | 4 | 7 | -0.4
Cc1c(NC(=O)c2cccc(NC(=O)Cc3ccccc3F)c2)c(=O)n(-c2ccccc2)n1C | 101 | -0.2 | 0.0 | 4 | 1 | -1 | 7 | 5 | 0 | 0.2
CC1(C)C2CCC1(C)C(NC(=O)CCN1CCCCC1)C2 (stereo not drawn) | 97 | -0.2 | 0.0 | 2 | -3 | 1 | 4 | -1 | 0 | -0.8
NC(=O)C1(N2CCCCC2)CCN(C(=O)CSc2nc3ccccc3s2)CC1 | 96 | 0.2 | 0.1 | 1 | -1 | -1 | -12 | 3 | 3 | 9.8
O=C(NC(=S)NC1CCCCCC1)c1cncc(Br)c1 | 92 | -0.3 | -0.3 | -9 | -5 | -2 | -5 | 1 | -4 | 0.8
CC(C)c1ccc(N2C(=O)C(Cl)=C(N3CCOCC3)C2=O)cc1 | 97 | -1.0 | 0.0 | -3 | -16 | 2 | 2 | -3 | 3 | -0.2
CC(C)(C)c1ccc(S(=O)(=O)NC(=O)C2(C)CCN2C(=O)C2CCCCC2)cc1 (stereo not drawn) | 98 | 0.2 | 0.1 | 11 | -7 | 1 | 4 | 5 | 9 | -1.1
Cc1csc(NC(=O)c2cccc(Cn3nc(C)c(Br)c3C)c2)n1 | 99 | 2.4 | 1.2 | 8 | -1 | -4 | -8 | -2 | 9 | 0.5
CCCCn1c(=O)[nH]c(=O)c2c1nc(-c1ccc(OCCC)c(OCC)c1)n2C | 96 | 0.1 | 0.1 | -5 | 1 | 0 | 16 | 4 | 24 | 1.7
CN(C)CCC1(c2ccccc2)CCN(C)C1=O (stereo not drawn) | 100 | 1.5 | 0.2 | -13 | 1 | -1 | 0 | -5 | -2 | -2.1
Cc1noc(C)c1S(=O)(=O)NCCc1ccc(S(N)(=O)=O)cc1 | 97 | -1.3 | -0.2 | 3 | -2 | 0 | 0 | -1 | 12 | -1.5
COc1cc(OC)c(C2C(C#N)=C(N)OC3=C2C(=O)CC(C)C3)cc1OC (stereo not drawn) | 84 | -1.0 | 0.0 | -2 | -7 | 0 | 5 | -1 | -5 | -3.0
CCN1CCN(C(=O)C2CCN(S(=O)(=O)N3CCC4(CC3)OCCO4)CC2)CC1 | 102 | -1.1 | 0.0 | -7 | -9 | 1 | 3 | 0 | 6 | 2.1
CCOC(=O)c1ccc(S(=O)(=O)NNC(=O)COc2cccc(C)c2)cc1 | 94 | -1.0 | 0.0 | -2 | -1 | 1 | 6 | 4 | 2 | 1.9
COc1ccc(N/C=C(/C(C)=O)c2ccccc2)cc1 | 93 | -2.2 | -0.1 | -3 | 0 | 2 | -1 | -7 | 5 | 3.9
CCc1cccc(C)c1NC(=O)COC(=O)CSCc1ccccc1 | 94 | -0.7 | 0.0 | 1 | -2 | 2 | 13 | 2 | 6 | -0.2
O=C1C=C(NCCN2CCOCC2)CC(c2ccccc2)C1 (stereo not drawn) | 100 | 0.2 | -0.1 | -9 | 0 | 1 | 1 | -8 | 4 | 2.6
CN(C)Cc1ccccc1-c1cccc2nccn12 | 100 | 1.4 | 0.0 | 14 | 2 | 2 | 7 | 4 | 3 | -1.2
Cn1cc(-c2ccccc2C(=O)O)c(=O)c2cc(Cl)ccc21 | 102 | -2.5 | 0.0 | 1 | -6 | 2 | 1 | -1 | 12 | 2.6
C[C@H]1CN([C@@H](C)CO)C(=O)c2cc(NC(=O)C3CCCCC3)ccc2O[C@H]1CN(C)C(=O)Nc1ccc2c(c1)OCO2 | 106 | 1.7 | -0.4 | 0 | -4 | 2 | -2 | 1 | 7 | 4.2
CCN(CC(=O)Nc1ccc(NC(C)=O)cc1)C(=O)CCCc1nc2ccccc2s1 | 96 | 0.6 | -0.1 | 2 | -4 | -2 | -3 | 3 | -2 | -1.4
Cc1cc(NS(=O)(=O)c2ccccc2)c([N+](=O)[O-])cc1C | 104 | -1.2 | 0.1 | 6 | -2 | 3 | 2 | -1 | -6 | -1.4
O=C(CSCc1ccc(Cl)cc1Cl)Nc1nccs1 | 98 | 0.2 | -0.2 | 1 | 0 | -2 | 0 | 7 | 11 | -3.7
Cc1snc(SCC(=O)c2ccc(F)cc2)c1C#N | 102 | -2.7 | -0.4 | -2 | -3 | -6 | -3 | -4 | 19 | 3.3
CC(Cl)C(=O)Nc1cc(C(C)(C)C)nn1-c1ccccc1 (stereo not drawn) | 90 | -0.8 | 0.2 | -4 | 2 | 2 | 4 | -3 | 10 | 3.3
NC(=O)c1ccsc1NC(=O)C1CCN(S(=O)(=O)c2cccs2)CC1 | 98 | -2.1 | -0.4 | 0 | -6 | -3 | 6 | 2 | 1 | -0.2
CC(C)(C)C(=O)NC(CC(=O)O)c1ccccc1 (stereo not drawn) | 92 | 4.6 | -0.2 | -3 | -3 | 4 | -2 | 5 | 2 | 1.6

Screens from PubChem BioAssay.
